PP1 counter – counter-screen for PP5 inhibitors: inhibitors of human PP1-alpha; P62136; purified PP1alpha, OMFP fluorescence; inhibition, % at 6.7 µM; actives 0.9% (n = 320,000); AID 2235;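 active means inhibition above the mean inhibition of all tested compounds plus 3 SD, computed separately for each screening campaign, cut at about 15% in these data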
Target sequence (P62136 whole entry, looked up): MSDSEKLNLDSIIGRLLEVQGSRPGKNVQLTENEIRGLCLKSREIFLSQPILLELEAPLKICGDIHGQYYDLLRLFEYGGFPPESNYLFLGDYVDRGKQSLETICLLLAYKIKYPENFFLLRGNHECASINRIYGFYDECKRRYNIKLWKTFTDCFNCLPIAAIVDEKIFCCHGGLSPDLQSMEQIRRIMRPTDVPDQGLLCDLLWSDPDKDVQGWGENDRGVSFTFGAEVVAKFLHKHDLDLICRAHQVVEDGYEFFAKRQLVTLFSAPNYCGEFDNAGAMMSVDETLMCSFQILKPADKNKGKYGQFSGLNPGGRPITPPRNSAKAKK
JMJD2C inh – human JMJD2C demethylase inhibition; Q9H3R0; GST-JMJD2C(1-420) H3K9me3 demethylation, DELFIA europium; inhibition, % at 2.35 µM; actives 0.069% (n = 330,000); AID 2099;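 active means more than half of a compound's replicate wells show inhibition beyond 50%, single wells judged on their own value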;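 further: signal counts dimethyl H3K9 product captured on neutravidin plate; 0% = median of DMSO wells and 100% = 0.3 times that DMSO median; strong numbers were not always called active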
Efflux pump inh – blocks antifungal efflux pumps in multiplex yeast assay; S. cerevisiae Candida pump triplex, Nile Red efflux; inhibition, % at 10 µM; actives 0.44% (n = 330,000); AID 485275;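 active means plate passing quality check with inhibition over a set limit, or well fluorescence over plate mean plus 4 SD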;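 further: Nile Red retained in pooled yeast measured as flow cytometry median fluorescence; 0% = buffer negative control and 100% = Enniatin B positive control; higher means more Nile Red kept so more efflux inhibition; some compounds called inactive have numbers as strong as hits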
LYPLA2 counter – counter-screen for PME1 inhibitors: inhibitors of human LYPLA2; recombinant LYPLA2, FP-Rh probe fluorescence polarization; inhibition, % at 5.9 µM; actives 0.38% (n = 320,000); AID 2177;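 active means inhibition above the screen-wide mean plus 3 SD, limit set per campaign, cut at about 26% in these data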;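 further: 0% = LYPLA2 with DMSO and 100% = wells lacking LYPLA2 enzyme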
Target sequence (O95372 whole entry, looked up): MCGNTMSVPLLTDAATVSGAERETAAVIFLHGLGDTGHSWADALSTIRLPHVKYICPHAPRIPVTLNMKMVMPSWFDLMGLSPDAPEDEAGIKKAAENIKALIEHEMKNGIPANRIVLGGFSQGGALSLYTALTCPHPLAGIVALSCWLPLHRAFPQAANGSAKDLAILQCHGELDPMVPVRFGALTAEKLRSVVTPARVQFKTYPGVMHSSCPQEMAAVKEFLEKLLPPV
TPT1 inh – C. albicans TPT1 enzyme inhibition; recombinant caTPT1, FP RNA substrate dephosphorylation; inhibition, % at 5 µM; actives 0.81% (n = 300,000); AID 1962;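 active means inhibition above the mean of all tested compounds plus 3 SD, set per screening campaign, cut at about 24% in these data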;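 further: plate controls were DMSO alone for no effect and ferristatin control at 100 nM for full effect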
PREPL inh – human PREPL enzyme inhibition. Q4J6C6. recombinant PREPL, fluorescence polarization activity-based probe. inhibition, % at 5.96 µM. actives 0.68% (n = 320,000); in the data active means inhibition above about 43%;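 further: 0% = enzyme with DMSO and 100% = wells lacking enzyme; many of its hits are not listed in these tables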
CTSL1 counter – blocks F. hepatica cathepsin L1 in PFM18AAP counter-screen | recombinant F. hepatica cathepsin L1, Z-Leu-Arg-MCA fluorescence | inhibition, % at 5.96 µM | actives 0.49% (n = 300,000) | AID 1906;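 active means inhibition above the mean of all tested compounds plus 3 SD, set per screening campaign, cut at about 17% in these data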;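 further: 0% = plate median of test compound wells and 100% = 1 µM Z-Phe-Ala-diazomethylketone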
PP5 inh – inhibitors of human protein phosphatase 5 (PP5). P53041. purified PP5c, OMFP substrate fluorescence. inhibition, % at 6.7 µM. actives 0.18% (n = 320,000). AID 1987;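 active means inhibition above the campaign's mean inhibition across all tested compounds plus 3 SD, cut at about 9.5% in these data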;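 further: 0% = DMSO only and 100% = 100 µM cantharidin control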
Target sequence (P53041 whole entry, looked up): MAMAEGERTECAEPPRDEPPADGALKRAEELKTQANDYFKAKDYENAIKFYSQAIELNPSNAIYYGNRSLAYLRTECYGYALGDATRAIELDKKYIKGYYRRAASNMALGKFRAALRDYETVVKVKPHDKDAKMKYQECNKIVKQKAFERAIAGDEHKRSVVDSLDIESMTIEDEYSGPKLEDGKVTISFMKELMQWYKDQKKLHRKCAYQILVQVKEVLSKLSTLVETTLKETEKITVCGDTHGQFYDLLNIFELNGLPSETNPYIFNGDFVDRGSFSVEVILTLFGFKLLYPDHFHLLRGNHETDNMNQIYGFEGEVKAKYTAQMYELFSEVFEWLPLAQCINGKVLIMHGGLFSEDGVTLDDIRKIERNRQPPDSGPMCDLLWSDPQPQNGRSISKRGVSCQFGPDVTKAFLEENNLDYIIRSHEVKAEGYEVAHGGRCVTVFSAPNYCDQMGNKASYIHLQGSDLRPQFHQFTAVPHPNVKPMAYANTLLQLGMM
core dimer inh – blocks dimerization of HCV core protein; TR-FRET GST/Flag-core106 dimerization, 1536-well; inhibition, % at 5 µM; actives 0.33% (n = 300,000); AID 1899;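 active means inhibition above the mean of all tested compounds plus 3 SD, set per screening campaign, cut at about 45% in these data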
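Assay system: GST-tagged and Flag-tagged HCV core protein residues 1-106 / Times: compound-protein-antibody incubation 4 h at 22.5 °C / Signal: time-resolved FRET, ex 340 nm, em 617 and 671 nm / Evaluation: % inhibition based on acceptor/donor emission ratio / Benchmarks: wells lacking GST-core106 and wells with excess unlabelled core106 / Repeats: singlicate, one well per compound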
* marks the source's active call; other numbers are inactive results; nt = no result given. Only part of the results is shown, so the mix of outcomes need not match the whole.

Sequence of screens: PP1 counter	JMJD2C inh	Efflux pump inh	LYPLA2 counter	TPT1 inh	PREPL inh	CTSL1 counter	PP5 inh	core dimer inh
> CC1CCCN(CCCN2C(=O)C3C(C(=O)Nc4ccc(Cl)cc4)C4C=CC3(O4)C2C(=O)NC2CCCCC2)C1 (stereo not given)
 : -3	7	-0.1	4	-1	32	5	2.0	5
> CC(C)CNS(=O)(=O)c1cc2c3c(c1)CC(=O)N3CCC2
 : 2	-12	-0.2	0	-3	9	-5	-0.4	-8
> O=C(NNC(=O)C1CCN(C(=O)Nc2ccccc2)CC1)c1ccc(F)cc1
 : -3	2	-0.2	1	nt	8	nt	0.8	nt
> Cc1ccc(C(=O)Oc2ccc(C(=S)N3CCOCC3)cc2)cc1
 : -1	-13	0.2	4	1	30	-3	2.3	2
> CC1CCC(NC(=O)CN2CCN(S(=O)(=O)c3cccs3)CC2)CC1 (stereo not given)
 : -4	8	0.1	3	nt	11	nt	2.4	nt
> Cc1cc(C)cc(OCC(=O)OCC(=O)NCc2ccco2)c1
 : -4	-14	-0.1	3	2	1	-11	1.4	0
> CC(C)C(NS(=O)(=O)c1cccc2nsnc12)C(=O)NCc1ccc2c(c1)OCO2 (stereo not given)
 : -3	7	-0.2	4	-5	0	3	-0.5	8
> Cc1cccnc1NC(=O)Cn1nc([N+](=O)[O-])cc1C
 : -2	-7	0.0	3	-3	9	8	-1.7	-3
> O=C(NCc1ccccc1Cl)C1CCC(=O)N(C2CCCC2)C1 (stereo not given)
 : -4	8	-0.2	-9	-1	-7	-1	0.0	7
> COCCN(CC(=O)NCC1CCCO1)C(=O)CCC(=O)Nc1cc(C)ccn1 (stereo not given)
 : -2	-11	0.1	-3	1	-3	4	-1.4	-4
> CSCCC(NS(=O)(=O)c1ccc(Cl)cc1)C(=O)OCC(=O)NC1CCCCC1 (stereo not given)
 : 0	17	-0.2	-4	-8	11	-6	2.5	-6
> COc1ccc(C(NC(=O)C(C)C)c2c(O)ccc3ccccc23)cc1OC (stereo not given)
 : -2	6	-0.1	-7	-1	8	2	-1.2	10
> Cc1cc(C)cc(NC(=O)OCCN2CCN(Cc3ccccc3)CCC2=O)c1
 : 1	1	-0.1	-8	-2	5	0	0.2	-6
> Cc1ccc(C(=O)O)cc1-c1ccc(/C=C2\SC(=O)N(CC(=O)Nc3ccccc3)C2=O)o1
 : 0	31	0.2	27*	12	3	7	0.2	12
> O=C(c1cccs1)N1CCN(c2ncccn2)CC1
 : 0	1	0.0	3	-4	-11	-3	1.2	2
> FC(F)Sc1ccc(NC(=S)NCC2CCCCC2)cc1
 : 5	1	-0.1	-7	-3	6	2	3.1	1
> COc1ccc(C(C)=O)cc1CN(C)C
 : -1	-3	-0.1	-2	-1	-13	-2	3.6	0
> Cc1ccc(C2CCN(C(=S)Nc3cccc(Cl)c3)C2)cc1 (stereo not given)
 : 0	12	-0.2	-26	-1	21	-2	3.3	1
> COc1ccc(N2CCN(C(=O)c3cc(=O)c4cc(C)cc(C)c4o3)CC2)cc1
 : -2	-1	-0.1	-5	-2	4	4	-0.3	9
> Cn1c(-c2ccccc2)c[n+]2c1CCCCC2
 : -2	-15	0.1	0	2	9	3	-0.1	4
> CCn1cc(C(=O)NCc2ccc(C)cc2)c(=O)c2cc(S(=O)(=O)N(C)C)ccc21
 : -1	-15	0.2	-6	-1	8	3	1.0	4
> O=P(O)(O)c1cc(-c2ccccc2)oc1-c1ccccc1
 : -2	-15	0.1	1	-2	15	-2	-2.7	2
> COc1ccccc1NC(=O)c1sc2ncn(CC(=O)Nc3ccccc3)c(=O)c2c1C
 : 2	5	0.0	11	4	-3	4	4.6	16
> COc1ccc(C2=NN(CC(=O)Nc3cc(C)ccc3C)C(=O)CC2)cc1
 : -2	1	0.2	4	5	-8	1	-0.6	0
> Cc1cc(C(=O)NC(C)c2ccncc2)cs1 (stereo not given)
 : -4	-2	-0.1	4	-3	9	-1	2.9	-3
> CCOc1ccc(/C=N/NC(N)=S)cc1
 : 2	-21	-0.1	-1	3	4	4	-0.4	-5
> Cc1ccc(CCNC(=O)C(C)n2nc(C)c3c(C)n(-c4ccccc4)nc3c2=O)cc1 (stereo not given)
 : 2	-10	0.0	-2	-4	-1	-1	1.1	-4
> CC(C)(C)c1ccc(-c2nnc3sc(-c4ccncc4)nn23)cc1
 : 9	nt	0.0	6	-1	1	4	1.6	10
> CCC(=O)Nc1nnc(S(=O)(=O)N2c3ccccc3CC2C)s1 (stereo not given)
 : -4	-10	0.0	-2	1	-4	-2	3.6	1
> CC(C)CN1C(=O)c2ccc(C(=O)Nc3ccccc3C(=O)O)cc2C1=O
 : 3	4	-0.3	2	-2	9	1	1.7	-5
> CSc1ccc(/C=C(/NC(=O)c2ccccc2)C(=O)N2CCN(C)CC2)cc1
 : -2	4	-0.3	5	-1	-7	3	-1.8	1
> O=C(NCc1ccccc1)c1c(O)c2cccc3c2n(c1=O)CCC3
 : -4	3	0.0	-2	-3	-6	-1	1.1	2
> Clc1cccc(-c2ccc(CNCCCN3CCOCC3)o2)c1
 : 2	0	0.3	0	1	42	-1	4.2	-6
> O=c1c2cnn(-c3ccccc3)c2nnn1Cc1ccccn1
 : 5	2	0.1	2	5	-6	-1	-1.9	3
> COCCn1nnnc1CN1CCC(NC(=O)Nc2cccc(OC)c2)CC1
 : -3	10	-0.1	7	-1	2	1	-1.2	-2
> CN(C)c1nc(OCCNC(=O)Nc2ccccc2)nc(N(C)C)n1
 : -5	-9	-0.1	5	-4	-1	1	-0.1	1
> O=C(Nc1cc(-c2ccccc2)nn1-c1ccccc1)c1ccccc1F
 : 3	1	-0.3	-1	1	-6	-1	2.6	-1
> CCOC(=O)c1sc(NC(=O)CSc2n[nH]c(CC)n2)nc1C
 : -1	26	0.0	-4	0	-1	-2	1.9	-1
> CCN(CC)S(=O)(=O)c1ccc(NC(=O)COc2nc3ccccc3nc2N2CCOCC2)cc1
 : 4	36	-0.2	-2	0	9	-3	2.5	5
> CCCCN(C(=O)c1cccc(S(=O)(=O)N2CC(C)OC(C)C2)c1)c1c(N)n(CC(C)C)c(=O)[nH]c1=O (stereo not given)
 : 0	7	-1.1	-5	0	6	1	0.4	0
> O=C(CN1C(=O)c2cccc3cccc(c23)C1=O)NCCN1CCOCC1
 : -2	-5	-0.1	7	3	1	5	2.2	4
> O=C(CSc1nc2ccccc2c(=O)n1-c1ccccc1)N1CCN(CCO)CC1
 : -2	20	0.0	0	0	6	-2	0.5	0
> CCOc1ccc(S(=O)(=O)Nc2cccc(C)c2)c2cccnc12
 : 2	-7	0.0	-1	3	-2	2	0.7	2
> CS(=O)(=O)N(CCc1ccccc1)CC(=O)NCc1ccccc1Cl
 : -3	-10	-0.2	5	3	-18	0	0.6	-4
> Cc1ccc(-n2nc(C)c(C(C)(O)C(F)(F)F)c2N)cc1 (stereo not given)
 : 2	-4	0.2	-2	2	10	-4	3.4	-3
> COc1cc(CC(=O)N2CCc3ccccc32)cc(OC)c1OC
 : 1	4	-0.1	3	1	3	0	3.0	-3
> Cc1nn(C)c(NC(=O)c2ccccc2Cl)c1Br
 : 0	12	0.2	-4	0	12	-1	-0.4	-8
> Cc1nc2c(oc3ccccc32)c(=O)o1
 : -2	-3	0.1	-11	-1	2	-3	0.7	2
> C[C@H](NC(=O)c1ccco1)C(=O)N1CCCC1
 : 3	-3	-0.7	3	-2	1	3	0.1	2
> CCOc1ccc(OCC)c(NC(=O)C2CCN(S(=O)(=O)c3c(C)noc3C)CC2)c1
 : -2	-13	-0.2	-3	-1	16	0	0.8	-3
> NS(=O)(=O)c1ccc(CCNC(=O)CSCc2ccccc2)cc1
 : 2	3	-0.1	2	3	0	-5	-1.9	-1
> Cc1ccc(OCC(=O)O/N=C(\N)c2ccncc2)cc1C
 : 0	6	-0.1	9	-3	12	-17	-0.9	7
> Nc1nc(N2CCN(c3cccc(Cl)c3)CC2)n[nH]1
 : -2	7	0.0	-4	-2	8	9	0.9	-7
> CSC(=NS(=O)(=O)c1ccc(C)cc1)SC
 : -2	-1	0.0	-4	-1	-5	-1	-0.6	-2
> Cc1cc(N2CCCC(C(=O)Nc3cccc(Cl)c3)C2)n2ncnc2n1 (stereo not given)
 : -1	9	-0.1	4	0	9	4	-0.5	-1
> O=C(COc1ccc(Cl)cc1)NCCNC(=O)c1cnccn1
 : -1	-6	-0.1	-6	7	8	6	0.2	-5
> CN(C)S(=O)(=O)c1ccc(NC(=S)NC(=O)c2cccs2)cc1
 : 3	2	0.0	-2	-7	12	-3	5.7	-3
> O=C(NCC(c1ccco1)N1CCN(c2ccccc2F)CC1)c1ccc2c(c1)OCO2 (stereo not given)
 : 3	106	0.4	-8	2	-26	-2	4.4	0
> Brc1ccccc1-c1nnc(CSc2nnc3sc4ccccc4n23)o1
 : -2	-8	0.2	0	2	-8	1	1.4	23
> CCOc1ccc(S(=O)(=O)Nc2ccc3c(c2)OCO3)cc1
 : 1	2	0.1	-3	-5	-11	-6	3.5	-7

Other results follow:
Sequence of screens: PP1 counter	JMJD2C inh	Efflux pump inh	LYPLA2 counter	TPT1 inh	PREPL inh	CTSL1 counter	PP5 inh	core dimer inh
> Cc1ccc(NC(=O)COc2ncnc3ccccc23)cc1S(=O)(=O)N1CCOCC1
 : -1	6	0.1	5	2	8	-3	3.5	-11
> CC(C)(C)c1ccccc1NC(=O)N1CCNC(=O)C1CC(=O)Nc1ccc(F)cc1 (stereo not given)
 : -6	1	0.3	1	-3	5	2	3.3	-5
> COCC(=O)c1[nH]c2ccccc2c1C
 : 2	32	0.0	7	0	5	8	-1.8	1
> Cn1ccnc1C(=O)c1ccc(N)cc1
 : -4	9	0.0	1	0	6	8	-0.6	9
> C=CCNc1oc(-c2cccs2)nc1C#N
 : -1	-6	-0.2	3	-2	15	3	-0.9	-1
> CCOc1cc(S(=O)(=O)Nc2ccc(Cl)cn2)ccc1Cl
 : 3	20	0.1	4	-2	1	3	-1.2	9
> CCCN(CC(=O)Nc1ccccc1C)C(=O)c1ccc(S(=O)(=O)N2CCCCC2)cc1
 : -1	-8	0.0	1	-3	8	1	-1.1	-1
> O=C(CN1C(=O)CC(c2ccccc2)S(=O)(=O)c2ccccc21)N1CCCC1 (stereo not given)
 : -1	-20	0.1	-1	2	0	-3	-0.6	-1
> O=C1CCCc2nc3c(cc21)C(O)Oc1ccccc1-3 (stereo not given)
 : -3	-22	-0.6	0	-3	6	-2	-1.0	3
> CC1CC(Nc2ccccc2)=CC(=O)O1 (stereo not given)
 : -3	-3	-0.1	0	-1	2	7	2.7	-2
> COc1ccc(S(=O)(=O)N2CCC(C(=O)N[C@@H](C)C(=O)NCc3ccccc3OC)CC2)cc1
 : 2	-10	0.0	6	-1	16	0	-0.9	-18
> Cc1csc(NC(=O)CSc2nncc(=O)n2N)n1
 : -2	-15	0.0	-6	6	-3	0	-0.5	-1
> CCOc1ccc(OCCCCN2CCCC2)cc1
 : -7	-14	0.4	-3	0	-1	-1	-0.3	-2
> COc1ccc(-c2sc3ccccc3c2C#CCO)cc1
 : -4	1	0.1	-4	-3	1	-3	5.0	-40
> CCOC(=O)C1CCN(C(=O)Nc2ccc(C)c(Cl)c2)CC1
 : 3	2	0.1	11	0	-3	0	0.9	-7

Assay outcomes deposited in PubChem by several laboratories.
